DRD3 antagonist – blocks the human D3 dopamine receptor; P35462; AID 652054; max response, negative = inhibition, %; D3R cells, DiscoveRx beta-arrestin luminescence, antagonist mode; stronger effect = lower value; actives 2.5% (n = 360,000); in the data active = max response below about -50%; inconclusive = no clear call, values can overlap the other calls; also: % is scaled to controls: 0 for no effect and ±100 for the full control effect; mostly tested at two doses, the higher about 12 µM
Target sequence (P35462 whole entry, looked up): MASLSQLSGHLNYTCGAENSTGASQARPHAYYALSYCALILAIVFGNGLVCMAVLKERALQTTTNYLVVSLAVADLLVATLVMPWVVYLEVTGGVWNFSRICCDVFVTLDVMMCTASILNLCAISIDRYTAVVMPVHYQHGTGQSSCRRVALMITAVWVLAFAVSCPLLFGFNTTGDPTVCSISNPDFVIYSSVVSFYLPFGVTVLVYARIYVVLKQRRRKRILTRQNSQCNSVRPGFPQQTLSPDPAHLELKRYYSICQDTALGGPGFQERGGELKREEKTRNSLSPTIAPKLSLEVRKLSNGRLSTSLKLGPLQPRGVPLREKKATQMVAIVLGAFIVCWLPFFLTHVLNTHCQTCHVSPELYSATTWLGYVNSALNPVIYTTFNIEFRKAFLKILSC
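Cells expressing the human receptor were seeded at 1500 cells/well, incubated overnight at 37 degrees C in 5% CO2, then exposed to library compounds with dopamine controls for 90 minutes at 37 degrees C before luminescent detection.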
D3 ag – activates the human D3 dopamine receptor; P35462; D3R DiscoveRx beta-arrestin cells, luminescence, 90 min; max activation, %; actives 0.58% (n = 410,000); AID 652048; in the data active = max activation above about 30%; also: 0% is about no effect; mostly tested at two doses, the higher about 12 µM
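Agonist-mode cell screen: cells plated at 1500/well and incubated overnight at 37 °C, then exposed to library compounds for 90 min at 37 °C. Detection reagent was added for 30–60 min at room temperature, and luminescence was read.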
GLP1R ag – activates the human GLP-1 receptor; P43220; HEK293 GLP-1R CRE-luciferase, luminescence, 4-6 h; cells express a hypersensitive GLP-1R form; Potency, µM (top dose mostly 45.6 µM), for the others: at the highest dose activation, actives largely listed as activators; actives 0.007% (n = 380,000); AID 624172; also: potency is read from the fitted curve at half-maximal effect; % of control where 0% means no effect
Target sequence (P43220 whole entry, looked up): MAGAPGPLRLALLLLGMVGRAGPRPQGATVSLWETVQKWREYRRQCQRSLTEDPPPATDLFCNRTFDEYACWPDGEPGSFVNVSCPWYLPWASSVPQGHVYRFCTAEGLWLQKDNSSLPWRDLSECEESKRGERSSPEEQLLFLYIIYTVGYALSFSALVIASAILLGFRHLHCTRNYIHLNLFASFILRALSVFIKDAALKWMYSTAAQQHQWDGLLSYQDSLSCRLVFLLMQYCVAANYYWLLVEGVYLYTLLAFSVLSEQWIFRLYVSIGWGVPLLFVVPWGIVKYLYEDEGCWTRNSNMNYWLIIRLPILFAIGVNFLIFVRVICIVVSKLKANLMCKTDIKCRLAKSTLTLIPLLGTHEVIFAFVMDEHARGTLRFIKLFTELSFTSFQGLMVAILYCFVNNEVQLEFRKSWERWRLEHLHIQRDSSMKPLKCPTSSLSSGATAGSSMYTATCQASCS
aSyn rescue – alpha-synuclein toxicity inhibition in yeast | Yeast expressing alpha-synuclein, growth rescue, BacTiter-Glo, 24 h | Potency, µM (doses to about 46.1 µM), inactives show at the top dose growth rescue (activation), usual class: activators | actives 0.14% (n = 370,000); also: potency is read from the fitted curve at half-maximal effect; % of control where 0% means no effect; nearly all actives have a fitted effect of over 65% in size
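Rescue of yeast growth: cells expressing toxic alpha-synuclein, induced in galactose at OD600 0.02, incubated with compound 24 h at 30 C. ATP luminescence quantified growth; inhibitors of toxicity appear as activators.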
HEK293 tox – cytotoxic in the GLP-1 receptor inverse agonist counter-screen | HEK293 cAMP-luciferase reporter cells, luminescence, 24 h | Potency, µM (top dose mostly 38.3 µM), for inactives: at the top dose activity change, negative = inhibition, most hits filed as inhibitors | actives 0.13% (n = 410,000) | AID 624418;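 also: loss of luciferase light is scored as toxicity; potency is read from the fitted curve at half-maximal effect; % is scaled to controls: 0 for no effect and ±100 for the full control effect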
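Seeding density was 200 cells/uL; after overnight-length (12 h) culture, 23 nL compounds went on for 24 h at 37 °C. Readout used a luciferase detection reagent, luminescence taken after 12 min at room temperature.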
TDP-43 yeast inh – TDP-43 toxicity inhibition in yeast. TDP-43 expressing yeast growth rescue, BacTiter-Glo, 24 h. Potency, µM (doses to about 46.1 µM), without a hit: at the top dose growth rescue (activation), most hits filed as activators. actives 1.8% (n = 410,000); also: potency is read from the fitted curve at half-maximal effect; % of control where 0% means no effect; nearly all actives have a fitted effect of over 50% in size
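Galactose-induced TDP-43 yeast, OD600=0.02, compound pinned; 24 hr, 30 deg C; BacTiter-Glo luminescence for growth. Inhibitors of TDP-43 toxicity read as activators.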
PTHR1 ag – agonists of human PTHR1 parathyroid hormone receptor; Q03431; HEK293 GP2 PTHR1 cells, GloSensor cAMP luminescence, 1 h; Potency, µM (top dose mostly 115 µM), inactives show at the top dose activation, actives largely listed as activators; actives 0.075% (n = 410,000); AID 743266; also: potency is read from the fitted curve at half-maximal effect; nearly all actives have a fitted effect of over 55% in size; some results filed as inactive show a strong effect at the top dose; inactives centre near -15; many of its hits are not listed in these tables
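HEK-293-derived GP2 cells expressing PTHR1 and a GloSensor cAMP reporter, 3,000/well, plated overnight, given luciferin plus IBMX (each 0.5 mM as added) for 1 h at 37 °C, then compound for 1 h at 37 °C. Luminescence was read after 15 min at room temperature.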
GLP1R inv ag – acts as inverse agonist at human GLP-1 receptor | P43220 | HEK293 GLP-1R CRE-luciferase, luminescence, 24 h; GLP-1R form is constitutively active | Potency, µM (top dose mostly 38.3 µM), without a hit: top-dose activity change, negative = inhibition, usual class: inhibitors | actives 1.6% (n = 410,000) | AID 624417; also: potency is read from the fitted curve at half-maximal effect; % is scaled to controls: 0 for no effect and ±100 for the full control effect; nearly all actives have a fitted effect of over 55% in size
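Cells are plated, allowed 12 hours at 37 deg C, then treated with compounds for 24 hr before luciferase detection reagent is added and luminescence is read after 12 min at room temperature. The HEK293 line carries constitutively active GLP-1R with a cAMP-responsive reporter.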
KB-V1 cytotox – KB-V1 MDR subline cytotoxicity | KB-V1 MDR cells viability, CellTiter-Glo, 72 h | Potency, µM (highest dose often 46.1 µM), inactives show at the top dose activity change, negative = cytotoxicity, most hits filed as cytotoxic | actives 3.4% (n = 400,000) | AID 1347076; also: potency is read from the fitted curve at half-maximal effect; % is scaled to controls: 0 for no effect and ±100 for the full control effect; nearly all actives have a fitted effect of over 60% in size
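Compound-treated KB-V1 multidrug-resistant cells, 72 h, 37 degrees C; viability by CellTiter-Glo. Fitted qHTS curves give the values.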
* marks the source's active call; other numbers are inactive results; i = inactive; ? = inconclusive; / = no result given; [ ] = dose if it differs, or a comment. Unless noted, calls follow the shape of the dose curve; as a rule, active = well fitted curve in the direction sought with a large enough effect; inconclusive = small, poorly fitted or top-dose-only effect, or another doubt; inactive = no such curve, though single readings can be large; an effect the other way counts as inactive or inconclusive.

SMILES	DRD3 antagonist	D3 ag	GLP1R ag	aSyn rescue	HEK293 tox	TDP-43 yeast inh	PTHR1 ag	GLP1R inv ag	KB-V1 cytotox
O=C(CSc1ccc2ccccc2n1)c1ccc2c(c1)OCO2	12	-7	12%	5%	1%	?	-17%[57.5 µM]	?	-9%
CN(c1ccccc1)S(=O)(=O)c1cccc(C(=O)NCc2ccccc2)c1	11	1	-5%	12%	2%	18%	-41%[inhibitor]	?	-21%
Cc1ccc(C(=O)O[C@H](C(=O)O)[C@H](OC(=O)c2ccc(C)cc2)C(=O)O)cc1	2	5	4%	-9%	-3%	-9%	-3%	17%	23%
Cc1cccc(NC(=O)C2CC(O)CN2C(=O)OCc2ccccc2)c1 (stereo not given)	?	-7	15%	-2%	-22%	-12%	i	?	5%
CCn1c(=O)n(CC)c2cc(N3CCCC3)c(NC(=O)c3ccccc3)cc21	-1	-2	6%	1%	-15%	-7%	-19%	16%	0%
Cc1cccc(-c2noc(CN(C(=O)C(c3ccccc3)c3ccccc3)C(C)C)n2)c1	-8	6	5%	-1%	0%	9%	-73%[inhibitor]	?	?
COc1ccc(CN(C)C(=O)c2ccc(Cl)c(S(=O)(=O)NCc3cccnc3)c2)cc1F	2	0	20%	1%	-33%	19%	-20%	-28%	0%
COc1cccc(C(=O)Nc2c(C(=O)NC(C)(C)C)oc3ccccc23)c1	/	-4	/	/	-10%	18µM*	6%	?	4%

Overlap with the part before: 2 compounds, then new ones.
SMILES	DRD3 antagonist	D3 ag	GLP1R ag	aSyn rescue	HEK293 tox	TDP-43 yeast inh	PTHR1 ag	GLP1R inv ag	KB-V1 cytotox
COc1ccc(CN(C)C(=O)c2ccc(Cl)c(S(=O)(=O)NCc3cccnc3)c2)cc1F	2	0	20%	1%	-33%	19%	-20%	-28%	0%
COc1cccc(C(=O)Nc2c(C(=O)NC(C)(C)C)oc3ccccc23)c1	/	-4	/	/	-10%	18µM*	6%	?	4%
CCOC(=O)c1c(C)oc2c1c(C=NCCO)c(O)c1ccccc12	-22	1	5%	10%	-28%	-1%	i	-6%	-15%
Cc1cc(=O)[nH]c2c(C)c(N)ccc12	7	4	-13%	-4%	9%	7%	i	5%	-3%
CN1C(=O)/C(=C/c2cccc(Cl)c2)Sc2ccc(C(=O)NCc3cccnc3)cc21	3	-5	-2%	3%	4%	30%	i	-25%	18%
Cc1ccc2nc(-c3ccc(NC(=S)NCC(C)(C)CN(C)C)cc3)sc2c1	-29	-4	9%	-1%	4%	0%	-86%[inhibitor]	?	?
Cc1cccc(C(=O)Oc2ccccc2/C=N/Nc2ccc([N+](=O)[O-])cc2)c1	-5	-8	8%	-3%	-3%	-11%	-49%[inhibitor]	-27%	-27%
CCOC(=O)CSc1nnc(C)n1N	5	2	2%	-3%	12%	3%	i	13%	16%
CCCCNC(=S)N/N=C1\CCCCc2ccccc21	?	-9	8%	-12%	-18%	19%	0%	11µM*	-11%
Cc1cccc(NC(=O)CSc2nnc(-c3ccccc3Br)o2)c1C	0	11	-19%	-6%	2%	-1%	-5%	5%	-21%
O=C(N/N=C/c1cc(Cl)cc([N+](=O)[O-])c1O)c1cccc(S(=O)(=O)N2CCOCC2)c1	-93*	-37	-6%	-6%	?	15%	i	?	?
CC(C)C1S/C(=N/N=C/c2cccs2)NC1=O (stereo not given)	2	-1	8%	-12%	-29%	11%	i	-4%	2%
CCCC(CNC(C)=O)(C1=CCCCC1)c1ccccc1 (stereo not given)	4	-2	-7%	0%	0%	0%	-13%	?	?
O=C(CCNS(=O)(=O)c1ccccc1)NNC(=O)COc1ccc(Cl)cc1	19	1	-4%	6%	-13%	17%	i	11%	?
COc1cccc(NC(=O)COC(=O)c2nc(Cl)ccc2Cl)c1	3	7	-3%	8%	-3%[0.307 µM]	16µM*	i	3%[0.307 µM]	6%
COc1ccc(Cl)cc1S(=O)(=O)N(C)CC(=O)NCCCn1ccnc1	7	18	5%	0%	7%	-1%	-4%	11%	8%
CC(O)(c1cccc(F)c1)c1nc(-c2cc3ccccc3o2)cs1 (stereo not given)	?	-20	2%	-64%[inhibitor]	-23%	-93%[inhibitor]	-70%[inhibitor]	?	9%
CCC(CC)NC(=O)CO/N=C/c1ccccc1OC(F)F	-12	-1	-4%	-10%	-4%	4%	i	?	-12%
O=C(Nc1ccnn1C1CCN(Cc2cccc(OCCO)c2)CC1)C1CCOC1 (stereo not given)	-5	-3	-3%	-3%	-3%	-17%	-3%	5%	/
Cc1ccc(C)c(S(=O)(=O)NCc2ccc3c(c2)OCO3)c1	-3	-4	11%	12%	5%	?	i	-32%	-5%
CCOC(=O)c1c(NC(=O)CSc2nnc(CNc3ccc(F)cc3)o2)sc(C)c1C	-1	1	2%	5%	24%	7%	-24%[57.5 µM]	-29%	-2%
O=C(NC(=S)Nc1ccc(N2CCOCC2)cc1)c1cccc([N+](=O)[O-])c1	1	2	-20%	-11%	-19%	9%	-1%	3%	?
Cc1cccc(CCN2C(N(C)C)=NC[C@@H]2CC(C)C)c1	?	-15	1%	-3%	-11%	7%	-20%	8%	?
Cc1ccc(S(=O)(=O)N2CCOCC2)cc1C(=O)OCC(=O)NC1CCCC(C)C1C (stereo not given)	5	5	12%	-1%	0%	-6%	-80%[inhibitor]	?	?
O=C(COC(=O)CCC1CCCC1)Nc1ccc(F)cc1	-6	-6	-13%	-8%	-5%	17%	i	0%	3%
Cc1cccc(NC(=O)C(=O)N/N=C/c2ccncc2)c1	4	-3	7%	-1%	-4%	-18%[0.397 µM]	-16%	7%	-4%
Cc1ccccc1NC(=O)CSc1nc(=O)n(CCN2CCOCC2)c2c1CCC2	/	-1	/	/	0%	23%	-18%	-4%	/
Cc1ccc(F)cc1C(=O)N1CCOCC1c1cc(C(=O)NCc2ccccc2)no1 (stereo not given)	19	1	-8%	-3%	4%	21%	-20%	22%	-6%
Cc1ccc(/C=N/NC(=O)c2nnn(-c3nonc3N)c2CSc2ccccc2)s1	3	-2	0%	5%	-3%	-5%	i	-25%	3%
COC(C(=O)N/N=C(\C)CC(=O)Nc1ccc(Cl)cc1C)c1ccccc1 (stereo not given)	8	-1	3%	2%	15%	21%	0%	-15%	3%
N/C(=N\OC(=O)c1cccc(Cl)c1)c1ccncc1	-3	0	-3%	-2%	-3%	-3%	-21%	23%	-5%
Cc1ccc(N2CC(C(=O)NCc3ccco3)CC2=O)cc1Cl (stereo not given)	1	-1	-1%	4%	0%	15%	i	9%	-3%
CCCOc1cccc(C(=O)N(Cc2ccccc2)C2CCS(=O)(=O)C2)c1 (stereo not given)	1	16	2%	8%	20%	-17%	-2%	-2%	?
CC(=O)Nc1nnc(SCc2cc(=O)c3cccc(Cl)c3[nH]2)s1	/	-7	/	/	-1%	5%	i	-1%	/
CCc1nc(SCc2ccccn2)c2c(=O)n(C)c(=O)n(C)c2n1	-5	1	6%	-1%	4%	7%	i	11%	2%
COc1ccc(OCCSc2nc3ccccc3n2CC(=O)N2CCOCC2)cc1	/	3	/	/	-12%	19%	-31%[inhibitor]	11%	8%
CCCOc1ccc(N2C(=O)CC(N3CCN(CCN=CC4=C(O)CC(C)(C)CC4=O)CC3)C2=O)cc1 (stereo not given)	9	5	8%	8%	11%	?	i	10%	-1%
CN(C)NC(=O)C12CCC(C)(C(=O)O1)C2(C)C (stereo not given)	23	-3	-1%	7%	0%	8%	-28%	18%	7%
CC(C)(C)N1CC(C(=O)Nc2cccc(Cl)c2Cl)CC1=O (stereo not given)	23	1	4%	-12%	15%	6%	-7%	-5%	?
O=[N+]([O-])c1cccc(-c2ccc(C(=S)N3CCN(c4ccc(F)cc4)CC3)o2)c1	-11	-5	6%	3%	-4%[1.53 µM]	8%	-41%[inhibitor]	-15%	-29%
CCCN(CCC)CCCNC(=O)Cn1cnc2onc(-c3ccc(F)cc3)c2c1=O	/	-10	8%	0%	3%	5%	-14%	?	-11%
COc1ccc(CCN2C(=O)CSC2c2cccc([N+](=O)[O-])c2)cc1OC (stereo not given)	2	-9	6%	1%	6%	-3%	-41%[inhibitor]	17%	-12%
N#Cc1ccc(COc2cccnc2[N+](=O)[O-])cc1	-1	-11	17%	-17%	16%	-13%	i	89%[activator]	-23%
COc1ccc(-n2cc(-c3ccccc3)nc2SCC(=O)Nc2ccccc2C)cc1	/	-5	/	/	-2%	1%[9.22 µM]	i	?	-22%
O=C(NCc1ccco1)c1cccn2c(=O)c3c4c(sc3nc12)CCCC4	?	4	10%	11%	10%	-22%	i	119%[activator]	-4%
COc1ccc(S(=O)(=O)N2CCN(Cc3ccccc3OC)CC2)cc1	5	-3	14%	0%	6%	8%	0%	-25%	?
Cc1occc1-c1nnc(SCC(=O)N2CCOCC2)o1	11	2	-4%	-10%	1%	20%	i	18%	?
O=C1c2ccccc2C(=O)N1CCCCSc1nnc2c(Cl)cc(Cl)cn12	1	0	15%	13%	-1%	?	i	?	?
COc1ccc(NS(=O)(=O)c2cc(NC(=O)[C@H](C)NC(N)=O)ccc2N2CCCC2)cc1	-1	-1	-7%	-6%	-5%	0%	i	-7%	2%
CCOC(=O)/C=C/C(=O)OCC(=O)Nc1ccc(Cl)cc1Cl	3	2	5%	14%	-1%	?	-1%	24%	1%
Cc1cccc(/C=N/NC(=O)NC23CC4CC(CC(C4)C2)C3)n1	-10	5	14%	0%	-12%	-18%[1.82 µM]	-17%	?	-14%

High-throughput results as filed in PubChem BioAssay.

An excerpt, so the mix of outcomes need not match the whole.
